# NR2E3 ag-1 = agonists of human NR2E3 nuclear receptor | Q9Y5X4 | CHO-S Gal4-NCOR/VP16-NR2E3 two-hybrid, luciferase | inhibition of corepressor binding, % at 3.98 µM | hit rate 0.35% among 360,000 | AID 602229;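 active = inhibition above the mean of all tested compounds plus 3 SD, cut at about 70% in these data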;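 also: 0% = DMSO with NR2E3 transfected cells and 100% = cells lacking NR2E3 construct; higher means lower luciferase signal from less NR2E3 corepressor binding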
# Target sequence (Q9Y5X4 whole entry, looked up, the tested form may be a part): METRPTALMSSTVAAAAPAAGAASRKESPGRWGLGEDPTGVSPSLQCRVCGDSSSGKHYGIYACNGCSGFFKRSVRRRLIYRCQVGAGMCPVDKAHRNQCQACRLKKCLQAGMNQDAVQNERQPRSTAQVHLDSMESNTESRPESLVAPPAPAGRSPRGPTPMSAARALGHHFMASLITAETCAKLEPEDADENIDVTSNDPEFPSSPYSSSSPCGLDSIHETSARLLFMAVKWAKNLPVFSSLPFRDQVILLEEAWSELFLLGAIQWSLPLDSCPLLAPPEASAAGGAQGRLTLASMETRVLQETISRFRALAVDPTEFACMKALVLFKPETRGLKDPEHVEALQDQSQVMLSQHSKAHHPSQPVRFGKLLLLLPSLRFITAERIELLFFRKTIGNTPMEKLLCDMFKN
# TWEAK-Fn14 inh = TWEAK-Fn14 signaling inhibition | inhibition, % at 10 µM | hit rate 2% among 360,000 | TWEAK-stimulated Fn14 reporter cells, luciferase luminescence, 8 h; in the data active = inhibition above about 50%
# Shn3 3UTR inh = reduces Shn3 3'UTR luciferase signal in osteoblasts | inhibition, % at 12.5 µM | Clone20 osteoblast Shn3 3'UTR firefly luciferase, 24 h | hit rate 0.52% among 360,000;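 active = mean inhibition of at least 75% with every replicate also reaching 75%; inconclusive = mean inhibition at least 75% but some replicate below; inactive = mean inhibition below 75%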;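 also: 0% = median of neutral control wells and 100% = pilot-screen positive control compound; some compounds past the cut are filed as inactive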
# Peg3 prom inh = reduces Peg3 promoter-driven luciferase expression in HeLa; HeLa PEG-Prom luciferase reporter, luminescence, overnight; inhibition, % at 20 µM; hit rate 1.7% among 360,000;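 active = inhibition of at least 50% at 20 µM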
# HIF-2a block = HIF-2a inhibition; AID 624352; 786-0 RCC cells HIF-2a reporter, luciferase luminescence, overnight; inhibition, % at 18.8 µM; hit rate 0.72% among 360,000;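 active = inhibition of the luminescence signal of 40% or more relative to plate controls, in a single-dose primary screen at 18.75 µM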
# aDG glyco act = alpha-DG glycosylation activation | Pro5-aDG cells, alpha-DG glycosylation AlphaScreen (IIH6); 0% Pro5, 100% B10-LARGE cell signal | activation, % at 10 µM | hit rate 0.22% among 360,000;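 active = activation of at least 8% versus controls, or a plate z-score of at least 8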;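 also: Pro5 are CHO cells carrying HIG-tagged alpha-DG that lacks glycosylation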
# iPSC survival up = increases survival of single human iPS cells; hiPSC single-cell survival, ATPlite luminescence; 100% = ROCK inhibitor wells, 0% = DMSO; survival enhancement, % at 20 µM; hit rate 0.044% among 360,000; in the data active = survival enhancement above about 18%;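 also: cells exposed to compounds for 16 hours before the ATP read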
# CF NFkB inh = blocks PAF-induced NF-kB reporter in cystic fibrosis cells. inhibition, % at 5 µM. hit rate 0.86% among 360,000. AID 588850. KKLEB NF-kB-GFP reporter, GFP fluorescence overnight;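 active = at least 50% inhibition at 5 µM, scaled per plate between neutral and stimulator controls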;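 also: PAF is a Pseudomonas aeruginosa culture filtrate used as stimulus; plate controls were PAF-stimulated DMSO wells for no effect and unstimulated DMSO wells for full effect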
# KKLEB tox = CF airway cell cytotoxicity counter-screen; KKLEB CF airway cells viability, ATPlite luminescence, overnight; stronger effect = lower value; cells stimulated with P. aeruginosa culture filtrate; activity change (cytotoxicity), % at 5 µM; hit rate 0.36% among 360,000;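 active = corrected activity change at or below -50% at 5 µM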
# TRPM1 prom inh = reduces MITF-dependent TRPM1 promoter luciferase signal | AID 488899 | SK-MEL-5 TRPM1 promoter luciferase, 24 h | inhibition, % at 12.5 µM | hit rate 0.83% among 330,000;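 active = mean inhibition across replicates of 60% or more, whatever share of single replicates reaches that level; inconclusive = some that reach 60%, reason not given; inactive = mean inhibition across replicates below 60%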; also: values of inactives mirror those of a sister screen read the other way
# NR2E3 ag-2 = NR2E3 (human) agonism | Q9Y5X4 | GST-NR2E3/biotin-RetCOR TR-FRET, 1536-well | inhibition of corepressor binding, % at 4.78 µM | hit rate 0.12% among 320,000 | AID 2300;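 active = percent inhibition above the cutoff of mean plus 3 SD of all tested compounds, set per screening campaign, cut at about 20% in these data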;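 also: 0% = DMSO wells and 100% = biotin wells as full block of FRET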
#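 Assay system: NR2E3–RetCOR corepressor complex. Quantity: 1.35 nM GST-NR2E3. Buffer or medium: pH 7.5 Tris-based buffer. Reagent: biotinylated RetCOR corepressor at 7 nM final. Schedule: 5 h at 4 °C. Detection: TR-FRET, emission read at 617 and 671 nm. Replicates: one well per compound, singlicate testing.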
# * hit, by the source's call; u = inconclusive; x = not tested or not shown; & = joins results of further samples.
SMILES,NR2E3 ag-1,TWEAK-Fn14 inh,Shn3 3UTR inh,Peg3 prom inh,HIF-2a block,aDG glyco act,iPSC survival up,CF NFkB inh,KKLEB tox,TRPM1 prom inh,NR2E3 ag-2
Cc1onc(-c2c(Cl)cccc2Cl)c1C(=O)Nc1ccc2c(C(F)(F)F)cc(=O)oc2c1,-18.2,-5.3,15.6,34.6,23.1,0.6,-0.6,0.3,1.1,1.8,-1.8
CN(C)CP(=O)(Nc1ccccc1)N(C)C (configuration not stated),-4.2,3.8,8.0,-85.3,-48.6,0.7,-0.3,-0.4,4.8,-2.3,0.3
C[C@]12CC[C@H](OS(=O)(=O)O)CC1=CC[C@@H]1[C@@H]2CC[C@]2(C)C(=O)CC[C@@H]12,-1.6&-18.1&-25.6,1.3&16.5&12.2,1.0&-32.7&4.3,-1.2&-5.7&7.3,-2.2&-1.7&1.5,-0.2&-0.2&0.1,-1.7&-0.5&0.5,-3.3&-3.6&2.1,7.0&-26.6&-13.2,6.2&-6.2&4.1,-4.5&5.0
CC(Cc1ccccc1)NCC(=O)Nc1cc(N(C)C)nc2ccccc12 (configuration not stated),7.1,-17.0,63.9,7.2,13.6,0.4,-0.5,-7.2,-5.4,21.3,-1.5
O=C1NC(=O)N(Cc2ccco2)C(=O)/C1=C/C=C/c1ccco1,-44.6,34.6,33.9,62.9*,87.0*,0.0,1.0,77.6*,-15.4,95.4*,3.8
C=CCCC1(C2=CCCCC2)C(=O)NC(=O)NC1=O,-6.8,30.2,-5.0,-16.7,11.3,0.0,-2.0,2.0,7.8,-10.6,x
CCc1cccc(CC)c1NC(=S)N1CC2CC(C1)c1cccc(=O)n1C2 (configuration not stated),-9.5,-14.1,4.3,-3.1,16.0,-0.2,-0.2,-11.2,-1.9,9.5,-1.1
CN1CCc2c([nH]c3ccccc23)C1,0.9,23.2,-9.0,9.5,11.8,-0.2,-1.5,3.3,-0.5,0.6,4.9
COc1ccc(Br)cc1CN1CCN(C(=O)Cc2ccccc2)CC1,12.2,82.0*,3.2,10.5,20.5,0.0,-0.5,-5.7,3.3,17.6,1.3
O=C(CN1C(=O)COc2ccccc21)N1CCC2(CC1)OCCO2,9.0,11.1,-6.1,-2.3,-5.8,0.0,1.3,3.9,4.1,4.2,-1.9
CC(C)C(C)(NC(=O)c1cccn(Cc2ccc3c(c2)OC(F)(F)O3)c1=O)C(N)=O (configuration not stated),17.2,1.5,-1.8,-3.5,27.2,-0.5,-1.7,-0.4,-2.6,-0.7,-3.7
CC(C)C[C@@H]1COc2cc(N3CCN(C)CC3)ccc2S(=O)(=O)N1,-17.4,-6.7,x,x,3.7,2.6,-1.0,x,x,x,x
Cc1ccccc1-n1c(O)c(/C=N/Nc2nc3c(c(=O)n(C)c(=O)n3C)n2C)c(=O)[nH]c1=S,-5.2,-0.2,9.0,8.0,19.0,0.1,-0.7,13.5,-8.5,2.0,1.5
COC(=O)C(O)(c1ccc2c(c1)CCCN2)C(F)(F)F (configuration not stated),8.8,-12.4,22.0,14.4,14.8,-0.1,-1.1,7.5,-4.0,-5.0,-0.5
CC[n+]1c(/C=C/C=C/c2ccc(N(C)C)cc2)sc2ccccc21,34.4,56.2*,83.7,64.9*,-19.5,1.9,0.4,-26.4,18.0,71.0*,-58.0
S=C1CN=C(c2ccccc2Cl)c2cc(Cl)ccc2N1,-0.5,8.1,1.6,33.4,7.3,0.1,1.5,-13.9,10.3,13.3,2.5
CCOC(=O)[C@]12Cc3cc(OC)c(OC)cc3[C@H]1N(Cc1ccccc1)C(=O)c1ccccc12,15.2,0.8,1.2,28.7,19.8,-0.1,-1.8,-2.1,-0.5,-5.7,x
CCCNS(=O)(=O)c1ccc(OCC(=O)N2CCN(Cc3ccc4c(c3)OCO4)CC2)cc1,9.0,11.2,50.3,2.3,1.6,0.6,-1.6,-21.7,3.1,11.0,1.5
Nc1c(C(=O)NCc2ccco2)c2nc3ccccc3nc2n1CCN1CCCCC1,-18.3,1.4,22.6,25.6,9.4,0.5,-4.5,-18.5,-11.1,10.3,2.7
CC(C)NC(=O)Cn1cc(C(=O)c2ccccc2)c2ccccc21,0.5,-15.0,-4.6,3.2,14.5,0.1,-0.3,9.2,4.4,0.2,x
CNCC(O)c1cc(F)c(OCc2ccccc2)c(OCc2ccccc2)c1F (configuration not stated),26.5,0.8,34.0,100.3*,3.8,7.7*,-4.3,12.1,-13.4,26.5,0.6
Cn1cc(C=O)c2nccnc21,15.6,-18.7,6.7,-5.1,7.4,0.3,6.2,-14.6,1.0,x,x
CSCCC(c1nnnn1C1CCCC1)N1CCC(n2c(=O)[nH]c3ccccc32)CC1 (configuration not stated),-16.0,-3.3,-3.4,27.1,-16.7,-0.2,-1.3,0.9,-4.0,x,x
CN1CCN(C(=O)COc2ccc(S(=O)(=O)Nc3ccc(Cl)cc3)cc2)CC1,-17.3,-3.9,3.2,15.3,11.9,0.1,2.1,14.9,0.2,x,x
CCNc1nc(NC(C)(C)C)nc(SC)n1,-0.5,-3.5,31.8,0.3,4.8,0.2,0.6,19.0,27.1,8.1,2.6

# Already shown: entries from further up.
SMILES,NR2E3 ag-1,TWEAK-Fn14 inh,Shn3 3UTR inh,Peg3 prom inh,HIF-2a block,aDG glyco act,iPSC survival up,CF NFkB inh,KKLEB tox,TRPM1 prom inh,NR2E3 ag-2
Nc1c(C(=O)NCc2ccco2)c2nc3ccccc3nc2n1CCN1CCCCC1,-18.3,1.4,22.6,25.6,9.4,0.5,-4.5,-18.5,-11.1,10.3,2.7
CC(C)NC(=O)Cn1cc(C(=O)c2ccccc2)c2ccccc21,0.5,-15.0,-4.6,3.2,14.5,0.1,-0.3,9.2,4.4,0.2,x
CNCC(O)c1cc(F)c(OCc2ccccc2)c(OCc2ccccc2)c1F (configuration not stated),26.5,0.8,34.0,100.3*,3.8,7.7*,-4.3,12.1,-13.4,26.5,0.6
Cn1cc(C=O)c2nccnc21,15.6,-18.7,6.7,-5.1,7.4,0.3,6.2,-14.6,1.0,x,x
CSCCC(c1nnnn1C1CCCC1)N1CCC(n2c(=O)[nH]c3ccccc32)CC1 (configuration not stated),-16.0,-3.3,-3.4,27.1,-16.7,-0.2,-1.3,0.9,-4.0,x,x
CN1CCN(C(=O)COc2ccc(S(=O)(=O)Nc3ccc(Cl)cc3)cc2)CC1,-17.3,-3.9,3.2,15.3,11.9,0.1,2.1,14.9,0.2,x,x
CCNc1nc(NC(C)(C)C)nc(SC)n1,-0.5,-3.5,31.8,0.3,4.8,0.2,0.6,19.0,27.1,8.1,2.6

# Other structures
SMILES,NR2E3 ag-1,TWEAK-Fn14 inh,Shn3 3UTR inh,Peg3 prom inh,HIF-2a block,aDG glyco act,iPSC survival up,CF NFkB inh,KKLEB tox,TRPM1 prom inh,NR2E3 ag-2
C=C1C/C(=C/C)C(=O)O[C@@H]2CCN3CC=C(COC(=O)[C@]1(C)O)[C@H]23,x,8.1,-1.3,0.3,10.1,0.0,-0.3,-8.1,-5.7,12.1,1.6
CC(C)c1ccccc1OCC(=O)N1CCCN(C)CC1,-0.7,-3.5,6.1,7.8,10.7,0.2,-0.4,14.5,-12.4,0.9,12.1
NC(Cc1ccc(O)cc1)C(=O)NN=Cc1ccc(N(CCCl)CCCl)cc1 (configuration not stated),-0.8,-10.6,12.0,-1.5,12.1,-0.2,-1.5,1.3,-7.3,3.6,x
COCc1ccc(CN2CCCC(C(=O)c3sccc3C)C2)o1 (configuration not stated),-10.5,-10.2,16.2,-9.9,-1.9,0.0,-1.6,13.6,-10.9,-7.0,1.9
Cc1ccc2nsnc2c1-n1c(C)nc2ccccc2c1=O,-16.7,7.7,14.2,14.9,11.5,-0.2,3.2,15.2,-7.8,15.6,1.6
O=[N+]([O-])c1cc(Cl)c(Cl)cc1Cl,-28.2,11.5,5.0,0.4,15.5,0.1,3.0,-12.6,5.4,14.7,0.1
O=P1(Nc2ccc(F)cc2)COc2ccccc2OC1,-3.9,0.9,-7.9,-5.9,11.3,0.2,-3.3,-7.3,4.9,0.7,0.2
CC(C)N1CCN(Cc2cccc([N+](=O)[O-])c2)CC1,-22.7,9.8,-6.4,-5.1,13.6,0.3,-1.6,-2.8,11.1,12.7,1.7
Cc1nn(-c2ccccc2)c2c1C(c1ccc3c(c1)OCO3)SCC(=O)N2 (configuration not stated),-13.6,4.3,-11.2,16.5,3.7,0.1,-2.9,-3.6,13.6,-5.3,0.4
CC(=O)NC(=O)NC(C)Cc1ccccc1 (configuration not stated),-31.5,-4.8,0.4,6.2,-4.3,-0.2,-2.4,7.3,-2.8,2.6,1.5
O=C(Cn1c(=O)n(CC2CS2)c2ccccc21)N1CCCCC1 (configuration not stated),17.7,-1.1,2.0,5.5,18.1,0.1,-1.5,-6.6,2.9,6.3,-3.3
CN1C(=O)NC(=O)/C(=C\c2ccc([N+](=O)[O-])o2)C1=O,-0.2,-3.9,-9.3,-1.8,16.5,0.0,0.2,4.9,4.7,7.4,-0.5
O=C(Nc1cccc(OC(=O)N2CCCCC2)c1)N1CCCCC1,25.7,0.8,8.8,10.7,13.8,0.0,-0.1,20.3,0.4,7.7,-0.9
O=C(c1ccc(Cl)cc1)C1CCCN(Cc2ccc3ncccc3c2)C1 (configuration not stated),42.2,10.9,38.3,-2.8,-1.1,2.0,-0.3,8.1,4.5,17.9,-1.1
C=CCn1c(O)c(C(CC)=Nc2ccccc2NC(C)=O)c(=O)[nH]c1=O,-2.5,8.4,14.8,17.8,13.8,0.0,-2.5,4.5,2.4,5.1,-3.2
CCOc1ccc(-n2c(CC)nc3ccccc3c2=O)cc1,-2.7,-30.3,-15.6,12.9,4.2,0.4,1.1,30.1,-17.6,8.7,2.5
COc1ccc(Oc2cc(NC(=O)c3nn(C)cc3[N+](=O)[O-])cc([N+](=O)[O-])c2)cc1,22.9,25.2,u,103.9*,93.7*,-0.6,-2.0,58.8*,-41.7,81.1*,0.7
CN(C)c1ccc(/C=C2\CC3C4CC=C5CC(O)CCC5(C)C4CCC3(C)C2=O)cc1 (configuration not stated),0.3,-57.2,3.0,35.5,33.7,-0.3,0.6,13.6,-25.7,8.9,-2.9
CN1CCCN(C(=O)COc2ccc(F)cc2Cl)CC1,-31.3,-2.1,-34.6,-2.2,3.1,-0.1,0.7,2.8,16.7,-0.2,-3.7
COc1ccc(-n2nnnc2C(C2CC2)N2CCC3(CC2)C(=O)NCN3c2ccccc2)cc1 (configuration not stated),13.6,3.4,14.1,24.9,33.4,0.5,2.1,19.2,-8.3,x,x
CC[C@H]1CN2CCC1C[C@@H]2[C@H](O)c1ccnc2ccc(OC)cc12 (some centres not stated),-2.2,-4.7,-15.2,-26.0,-0.6,0.1,4.6,13.6,1.3,-0.8,x

# Assay outcomes from PubChem BioAssay.

# The list is partial; the hit share may differ from the screen's.
